# KB-V1 MDR tox – qHTS assay for MDR1-selective chemotherapeutics: Primary screen using the drug-selected MDR subline cells KB-V1; KB-V1 MDR cells viability, CellTiter-Glo, 72 h; Potency, µM (top dose mostly 46.1 µM), for inactives: top-dose activity change, negative = cytotoxicity, hits mostly cytotoxic; 400,000 compounds, 3.4% hits; AID 1347076, 2019; also: potency is read from the fitted curve at half-maximal effect; % is scaled to controls: 0 for no effect and ±100 for the full control effect; nearly all actives have a fitted effect of over 60% in size
#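 KB-V1 cells (P-gp-expressing MDR subline of KB-3-1) in phenol-red-free DMEM with 10% FBS were exposed to library compounds over a concentration series for 72 h at 37 degrees C. Viability read by CellTiter-Glo luminescence; concentration-effect curves fitted after normalization.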
# GLP-1R agonist – qHTS of GLP-1 Receptor Agonists | Glucagon-like peptide 1 receptor (Homo sapiens), P43220 | HEK293 GLP-1R CRE-luciferase, luminescence, 4-6 h; cells express a hypersensitive GLP-1R form | Potency, µM (highest dose often 45.6 µM), inactives show top-dose activation, hits mostly activators | 380,000 compounds, 0.007% hits; also: potency is read from the fitted curve at half-maximal effect; % of control where 0% means no effect
# Target sequence (P43220 whole entry, looked up): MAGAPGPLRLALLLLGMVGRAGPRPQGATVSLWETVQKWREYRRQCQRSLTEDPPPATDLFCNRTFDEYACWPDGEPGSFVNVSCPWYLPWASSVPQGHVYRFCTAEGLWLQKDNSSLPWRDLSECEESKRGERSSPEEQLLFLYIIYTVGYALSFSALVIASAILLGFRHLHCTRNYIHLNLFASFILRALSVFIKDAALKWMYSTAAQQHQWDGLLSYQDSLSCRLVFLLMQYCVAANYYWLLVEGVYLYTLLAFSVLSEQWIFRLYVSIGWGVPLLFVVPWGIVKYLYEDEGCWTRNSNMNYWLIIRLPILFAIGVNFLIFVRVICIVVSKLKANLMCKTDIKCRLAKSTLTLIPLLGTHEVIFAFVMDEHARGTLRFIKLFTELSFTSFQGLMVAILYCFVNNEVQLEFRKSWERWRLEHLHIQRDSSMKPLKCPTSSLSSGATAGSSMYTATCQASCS
# DRD3 agonist – qHTS of D3 Dopamine Receptor Agonist: qHTS; max activation, %; AID 652048, 2013; D3R DiscoveRx beta-arrestin cells, luminescence, 90 min; 410,000 compounds, 0.58% hits; in the data active = max activation above about 30%; also: 0% is about no effect; mostly tested at two doses, the higher about 12 µM
# Target sequence (P35462 whole entry, looked up): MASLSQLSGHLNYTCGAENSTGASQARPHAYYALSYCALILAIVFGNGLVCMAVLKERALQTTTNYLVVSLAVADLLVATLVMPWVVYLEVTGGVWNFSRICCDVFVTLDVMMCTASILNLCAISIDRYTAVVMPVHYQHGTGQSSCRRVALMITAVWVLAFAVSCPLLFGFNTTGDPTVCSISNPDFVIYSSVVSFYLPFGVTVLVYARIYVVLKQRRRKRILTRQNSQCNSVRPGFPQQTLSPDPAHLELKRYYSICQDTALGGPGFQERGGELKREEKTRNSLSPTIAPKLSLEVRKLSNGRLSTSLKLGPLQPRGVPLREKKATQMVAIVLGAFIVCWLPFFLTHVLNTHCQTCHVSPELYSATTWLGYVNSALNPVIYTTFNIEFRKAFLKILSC
#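 Agonist-mode cell screen: cells plated at 1500/well and incubated overnight at 37 °C, then exposed to library compounds for 90 min at 37 °C. Detection reagent was added for 30–60 min at room temperature, and luminescence was read.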
# KB-3-1 tox – qHTS assay for MDR1-selective chemotherapeutics: Primary screen using the parental adenocarcinoma cell KB-3-1. 400,000 compounds, 1.4% hits. KB-3-1 viability, CellTiter-Glo ATP luminescence, 72 h. AID 1347075, 2019. Potency, µM (titrated, usually from 46.1 µM), for the others: at the top dose activity change, negative = cytotoxic, actives largely listed as cytotoxic; also: potency is read from the fitted curve at half-maximal effect; % is scaled to controls: 0 for no effect and ±100 for the full control effect; nearly all actives have a fitted effect of over 60% in size
#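 Cytotoxicity in the drug-sensitive parental line KB-3-1 was scored as loss of CellTiter-Glo luminescence following 72 h incubation with compound. Values come from curve fitting of normalized concentration-response data.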
# HT1080 IDH1KD tx – qHTS for induction of synthetic lethality in tumor cells producing 2HG: qHTS for the HT-1080-IDH1KD cell line. HT-1080 IDH1 knockdown viability, ATP luminescence, 48 h. Potency, µM (titrated, usually from 46.1 µM), without a hit: top-dose activity, negative = toxicity, usual class: cytotoxic. 360,000 compounds, 2% hits. AID 686971, 2013;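 also: potency is read from the fitted curve at half-maximal effect; 0% = DMSO wells and -100% = cell-free medium wells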
#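 In this qHTS, HT-1080 cells depleted of IDH1 are exposed for 48 h at 37 °C to compound titrations. Toxicity is scored from CellTiter-Glo luminescence, with DMSO as full viability and medium alone as none.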
# SW480 rerep – A quantitative high throughput screen for small molecules that induce DNA re-replication in SW480 colon adenocarcinoma cells; SW480 DNA re-replication, Hoechst DNA content imaging, 48 h; Potency, µM (highest dose often 46.1 µM), for the others: at the top dose re-replication activation, usual class: activators; 340,000 compounds, 1.8% hits; AID 624297, 2012; also: potency is read from the fitted curve at half-maximal effect; % of control where 0% means no effect; nearly all actives have a fitted effect of over 55% in size
#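 SW480 cells exposed to compounds for 48 hr at 37 C, 5% CO2, then Hoechst-stained 40 min. Nuclear DNA content imaged by fluorescence scanning (405 nm excitation, 500-530 nm emission); re-replication scored as increased high-intensity nuclei.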
# D3 antag – qHTS of D3 Dopamine Receptor Antagonist: qHTS; D(3) dopamine receptor (Homo sapiens), P35462; D3R cells, DiscoveRx beta-arrestin luminescence, antagonist mode; active compounds read low; max response, negative = inhibition, %; 360,000 compounds, 2.5% hits; AID 652054, 2013; in the data active = max response below about -50%; inconclusive = no clear call, values can overlap the other calls; also: % is scaled to controls: 0 for no effect and ±100 for the full control effect; mostly tested at two doses, the higher about 12 µM
#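 Cells expressing the human receptor were seeded at 1500 cells/well, incubated overnight at 37 degrees C in 5% CO2, then exposed to library compounds with dopamine controls for 90 minutes at 37 degrees C before luminescent detection.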
# IL1B secr inh – qHTS for Inhibitors of Inflammasome Signaling: IL-1-beta AlphaLISA Primary Screen; 360,000 compounds, 4.7% hits; THP-1 LPS/ATP IL-1B secretion, AlphaLISA, 16 h; active compounds read low; activity change, % at 57.5 µM; in the data active = activity change below about -50%; inconclusive = mostly about -30% to -49%; also: % is scaled to controls: 0 for no effect and ±100 for the full control effect
#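 Secreted IL-1B measured by AlphaLISA bead assay after 16 h compound exposure of THP-1 cells; compounds (final up to 57.5 uM) added 1 h before LPS (250 ng/mL) and ATP (1.25 mM) stimulation; lower signal means less secretion.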
# HT1080-NT tox – qHTS for induction of synthetic lethality in tumor cells producing 2HG: qHTS for the HT-1080-NT fibrosarcoma cell line. HT-1080-NT fibrosarcoma viability, CellTiter-Glo ATP luminescence, 48 h. 360,000 compounds, 1.6% hits. Potency, µM (doses to about 46.1 µM), inactives show top-dose activity, negative = less viability, hits mostly cytotoxic;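 also: NT is the 2HG producing partner of a matched IDH1 knockdown line; potency is read from the fitted curve at half-maximal effect; 0% = DMSO-treated cells and -100% = media-only wells without cells; nearly all actives have a fitted effect of over 55% in size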
#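 750 cells/well, RPMI + 5% FBS; 2 h settle, compound pin-transfer, 48 h at 37 degrees C. CellTiter-Glo 10 min RT, luminescence. Normalized to DMSO and media-only wells.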
# Numbers without * were called inactive; ? = inconclusive; . = no result given; [ ] = dose if it differs, or a comment. Unless noted, calls follow the shape of the dose curve; as a rule, active = well fitted curve in the direction sought with a large enough effect; inconclusive = small, poorly fitted or top-dose-only effect, or another doubt; inactive = no such curve, though single readings can be large; an effect the other way counts as inactive or inconclusive. Not a hit list; any-hit rate near 12%.
SMILES,KB-V1 MDR tox,GLP-1R agonist,DRD3 agonist,KB-3-1 tox,HT1080 IDH1KD tx,SW480 rerep,D3 antag,IL1B secr inh,HT1080-NT tox
Cc1nn(-c2ccccc2)c(C)c1C(=O)OCC(=O)NC(=O)NC1CCCCC1,-14.0%,3.6%,-9.7,0.0%,-4.4%,-6.5%,-15.3,-14.9,-3.5%
O=C(Nc1ccccc1)c1cc(C2COCCN2C(=O)CCCc2ccccc2)on1 (stereo not drawn),-1.2%,7.4%,9.4,0.0%,5.8%,.,2.7,-11.7,2.2%
CC(C)n1c(O)c(N=NC(=O)C2COc3ccccc3O2)c2ccccc21 (stereo not drawn),16.4µM*,18.4%,-17.9,1.2%,?,?,0.3,-88.8*,-23.7%
NC(=O)NC(=O)C(Nc1ccc(N2CCCCC2)cc1)c1ccccc1 (stereo not drawn),?,23.7%,-4.4,1.8%,5.2%,5.6%,6.8,-7.2,-1.1%
CN(c1ccc(C(=O)Nc2ccccn2)cc1)S(=O)(=O)c1ccccc1,-27.1%,5.7%,-2.8,-5.4%,-0.5%,-8.3%,-3.3,11.8,0.3%
Cc1ccc2oc(=O)c3cnn(CC(=O)N4CCCc5ccccc54)c3c2c1,-2.8%,2.0%,2.4,-10.3%,-8.6%,1.4%,3.7,-4.7,1.1%
Cc1c(C(=O)NCc2ccccc2)oc2ccc(S(=O)(=O)N3CCC4(CC3)OCCO4)cc12,-10.1%,4.6%,0.0,-12.3%,-16.0%,0.9%,21.3,-11.0,-11.0%
CC(C)CNC(=O)c1ccc(C2SCC(=O)N2Cc2ccccc2)cc1 (stereo not drawn),-14.3%,10.5%,1.6,0.0%,0.5%,2.9%,-9.0,-8.9,-6.0%
CC(CCc1ccccc1)NC(=O)c1ccccc1F (stereo not drawn),2.9%,-0.2%,-2.3,0.2%,10.0%,-10.6%,-18.5,1.3,8.0%
COc1ccc2c(c1[N+](=O)[O-])CCC/C2=N/OC(=O)c1ccccc1SC,-13.4%,-14.5%,2.0,2.2%,-1.4%,-3.9%,-0.2,-1.7,-1.8%
CC(C)c1ccc(C(=O)NNC(=O)C2CC=CCC2C(=O)O)cc1 (stereo not drawn),3.3%,-7.4%,3.3,5.1%,16.1%,?,11.2,14.5,11.8%
Cn1cc(S(=O)(=O)Nc2ccc(F)cc2F)c(=O)n(C)c1=O,-27.2%,-7.0%,5.0,-25.6%,0.9%,-2.6%,13.6,20.9,-1.5%
COc1c(O)cccc1/C=N/NC(=O)Cn1ccnc1C,9.9%,-5.1%,6.7,3.2%,-6.7%,9.6%,12.6,61.6,8.2%
Cc1ccccc1NC(=O)NNC(=O)c1ccc2ccccc2c1O,0.0%,-4.9%,-5.1,-1.7%,-1.0%,0.1%,-13.3,0.4,-5.2%
C[C@@H](NC(=O)c1nc[nH]c1C(=O)N1CCc2ccccc2C1)c1ccccc1,-10.6%,4.9%,8.0,13.9%,1.5%,-0.9%,3.1,15.5,10.1%
N/C(=N\OC(=O)c1ccc2c(c1)OCO2)c1cccc([N+](=O)[O-])c1,-0.8%,5.9%,-11.5,-0.1%,-0.9%,8.1%,-18.5,-14.4,15.4%
COc1ccccc1C(=O)NC(=O)CSc1nncn1C(C)C,2.9%,-2.0%,2.6,-0.1%,3.7%,-25.7%,22.4,3.7,13.6%
O=C(NCc1ccccn1)C1C2C=CC(C2)C1C(=O)Nc1ccc(F)cc1 (stereo not drawn),-11.9%,0.5%,3.8,8.8%,1.7%[9.24 µM],-2.8%,-8.4,-2.3,-0.6%
CC[C@]12c3[nH]c4cc(-c5ccco5)ccc4c3CCN1C(=O)[C@@H](CC(=O)NC(C)(C)C)C[C@@H]2C(=O)N1CCN(C(=O)c2ccco2)CC1,?,-0.8%,13.3,0.7%,-5.4%,7.5%[9.22 µM],0.0,1.3,-2.3%
Cc1cc(C(=O)COC(=O)c2ccc3c(c2)OCO3)c(C)n1Cc1cccs1,-24.1%,-7.1%,-6.7,-9.8%,-12.5%,-6.4%,-4.9,11.8,-5.4%
O=C1CC(NS(=O)(=O)c2ccc(F)cc2)CN1c1ccc2c(c1)OCCO2 (stereo not drawn),-0.8%,-2.4%,-1.1,4.8%,10.9%,0.5%,-7.1,8.7,-1.1%
Oc1cccc(Nc2nc(-c3ccccc3Cl)nc3ccccc23)c1,?,22.0%,2.8,?,?,3.5%,0.5,?,?
Cc1ccc(NC(=O)C2CSC3(C)CCC(=O)N23)cc1S(=O)(=O)N1CCCCCC1 (stereo not drawn),-19.8%,1.1%,-13.8,?,-2.0%,?,-1.7,?,0.2%
Cc1ccc(Cc2nc(-c3ccccn3)no2)cc1,1.4%,-1.5%,1.2,12.8%,11.7%,1.8%,-11.0,-8.3,8.2%
CC(C)COCC1CC2(CC(C)(c3csc(N)n3)OC2=O)C(=O)O1 (stereo not drawn),1.0%,-8.4%,-8.8,0.6%,4.5%,2.9%,-15.6,0.7,9.1%
CCN1C(=O)CSC1=NC1C2CC3CC(C2)CC1C3 (stereo not drawn),17.7%,1.4%,0.3,11.2%,?,-6.6%,36.5,25.8,-28.5%
Cc1cccc(Nc2nc(N3CCN(C)CC3)nc(N)c2[N+](=O)[O-])c1,7.31µM*,0.8%,-5.8,0.8%,4.4%,-35.8%[inhibitor],4.8,-70.1*,-0.8%
COc1cccc(/C=N/NC(=O)c2cnccn2)c1O,-26.2%,-0.7%,4.9,-1.6%,16.4µM*,5.17µM*,3.0,76.1,?
O=Cc1ccc(Sc2ncccn2)o1,11.5%,1.3%,3.1,-3.1%,12.6%,4.7%,0.5,-8.4,4.0%
COc1ccc(N2C(=O)[C@@H]3[C@H](C2=O)[C@H]2c4ccccc4C=CN2[C@@H]3C(=O)Nc2ccccc2)cc1,26.0%,-4.0%,-5.4,19.7%,2.9%,-3.9%,?,12.7,-2.2%
Cc1ccc(N(CC(=O)Nc2cccc(Cl)c2C)S(C)(=O)=O)cc1,-4.3%,-0.2%,-3.4,-11.6%,-8.1%,9.7%,-7.0,3.5,-0.9%
Cc1noc(C)c1C(=O)NCc1ccccc1F,-0.2%,-5.9%,-7.7,3.2%,15.9%,-5.4%,2.0,9.3,17.0%
O=C(CCn1nnc2ccccc2c1=O)N[C@@H](Cc1c[nH]c2ccccc12)C(=O)O,17.4%,0.9%,-3.0,-2.0%,15.8%,-2.1%,0.3,-2.5,16.9%
C/C=C(/C)C(=O)O[C@H]1[C@@H](O)c2c(ccc3ccc(=O)oc23)OC1(C)C,?,6.8%,-4.4,?,-3.2%,1.8%,-11.0,0.3,-1.6%
COC(=O)c1cc(=O)n(Cc2ccco2)c(=Nc2ccc(F)c(Cl)c2)s1,?,-11.8%,-15.8,18.4µM*,?,?,-18.3,-105.4*,?
COc1ccc(S(=O)(=O)N2CCCCCC2)cc1C(=O)NCCc1ccc(F)cc1,?,2.3%,-5.4,-0.9%,-4.7%,-27.2%,0.7,-13.1,4.8%
O=C(Oc1ccc(Cl)c2cccnc12)N1CCCCC1,-1.5%,1.7%,3.3,-6.9%,-23.3%,-2.0%,19.2,10.0,0.0%
O=C(c1ccco1)N1CCN(C(=O)c2ccc(-c3cccc(C(F)(F)F)c3)o2)CC1,-7.7%,26.8%,2.2,-0.1%,-21.7%,-7.2%,1.1,-70.3*,-28.7%
Cc1cccc(CCN(C(=O)Cc2cccs2)C(C(=O)NC2CCCCC2)c2cccnc2)c1 (stereo not drawn),-17.0%,10.2%,-3.0,-10.6%,1.5%,?,-2.1,?,-5.5%
Cc1cc(C)n(-c2ccc(C(=O)Nc3ccc(C)c(S(=O)(=O)N4CCOCC4)c3)cc2)n1,?,-7.3%,20.3,?,?,1.1%,8.9,-87.8*,?
Cn1c(C(=O)N2CCN(c3ccccn3)CC2)cc2ccccc21,-26.1%,11.1%,2.6,3.1%,-1.0%,0.6%,16.0,21.8,2.4%
Cc1cc(Br)c2c(c1)[C@](O)(c1cn(C)c3ccccc13)C(=O)N2C,?,.,5.0,-2.0%,?,.,4.4,-9.5,?
CCOC(=O)CSc1cc(-c2ccccc2)nc2ncnn12,1.1%,9.8%,18.0,-0.5%,18.4µM*,-31.4%,-14.3,.,?
Cc1cc2nc(/C(C#N)=C/c3ccncc3)[nH]c2cc1C,-2.0%,2.7%,2.3,-22.6%,23.1µM*,13µM*,-4.8,-15.8,?

# Ordered by heavy-atom count (rising): some entries from above.
SMILES,KB-V1 MDR tox,GLP-1R agonist,DRD3 agonist,KB-3-1 tox,HT1080 IDH1KD tx,SW480 rerep,D3 antag,IL1B secr inh,HT1080-NT tox
Cc1cc2nc(/C(C#N)=C/c3ccncc3)[nH]c2cc1C,-2.0%,2.7%,2.3,-22.6%,23.1µM*,13µM*,-4.8,-15.8,?
Cc1cc(Br)c2c(c1)[C@](O)(c1cn(C)c3ccccc13)C(=O)N2C,?,.,5.0,-2.0%,?,.,4.4,-9.5,?
Cc1cccc(CCN(C(=O)Cc2cccs2)C(C(=O)NC2CCCCC2)c2cccnc2)c1 (stereo not drawn),-17.0%,10.2%,-3.0,-10.6%,1.5%,?,-2.1,?,-5.5%

# Bioassay records deposited in PubChem BioAssay by National Center for Advancing Translational Sciences (NCATS).
